Screens (PubChem BioAssay)
Shiga toxin inh = A qHTS for Small Molecule Inhibitors of Shiga Toxin | Vero cells, Shiga toxin protein synthesis inhibition reporter | inhibition, % at 38.7 µM | 290,000 tested, 9.2% active | AID 2315, 2010; in the data active means inhibition mostly above about 28%, no sharp cut-off; inactive means mostly below about 43%; further: 0% is about no effect
Pf growth 96h = Primary qHTS for delayed death inhibitors of the malarial parasite plastid, 96 hour incubation; P. falciparum luciferase reporter growth, 96 h; Potency, µM (series often up to 28.7 µM), without a hit: at the highest dose activity change, negative = inhibition, hits mostly inhibitors; 320,000 tested, 6.9% active; further: potency means the concentration at half of the fitted maximal effect; on the % scale 0 is the no-effect control and ±100 the full control effect
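Two parasite generations (96 h, 37 C, 5% CO2) of compound exposure in infected erythrocytes (0.05% parasitemia, 2% hematocrit). Luciferase-reporter P. falciparum; decreased luminescence indicates inhibited growth, aimed at apicoplast-acting delayed death.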
AmpC no deterg = qHTS Inhibitors of AmpC Beta-Lactamase (assay without detergent); P00811; 330,000 tested, 0.52% active; AmpC nitrocefin hydrolysis, absorbance 480 nm, 0.0001% Triton; Potency, µM (titrated, usually from 57.1 µM), without a hit: top-dose activity change, negative = inhibition, actives largely listed as inhibitors;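 further: potency means the concentration at half of the fitted maximal effect; plate controls were no compound for no effect and no enzyme for full effect; nearly all actives have a fitted effect of over 20% in size; some results filed as inactive show a strong effect at the top dose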
Target sequence (P00811 whole entry, looked up): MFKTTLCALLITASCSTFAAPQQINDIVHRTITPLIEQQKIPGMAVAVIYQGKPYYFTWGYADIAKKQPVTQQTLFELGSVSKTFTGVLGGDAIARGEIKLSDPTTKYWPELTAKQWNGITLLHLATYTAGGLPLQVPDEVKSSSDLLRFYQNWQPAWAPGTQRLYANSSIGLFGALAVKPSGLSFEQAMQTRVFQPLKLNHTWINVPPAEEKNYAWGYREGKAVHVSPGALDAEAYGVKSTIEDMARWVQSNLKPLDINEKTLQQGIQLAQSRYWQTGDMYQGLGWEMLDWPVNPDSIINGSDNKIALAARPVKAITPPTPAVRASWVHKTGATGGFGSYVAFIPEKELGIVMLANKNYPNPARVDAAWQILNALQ
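20 mM phosphate pH 7.0 + 0.01% (detergent screen) or 0.0001% Triton X-100; 5.3 nM AmpC reagent; cpd preinc 15 min RT; nitrocefin (800 uM stock) to start; A480 q20 s × 4 min; Activity was normalised to no-enzyme and no-compound control wells.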
Pf growth 48h = Primary qHTS for delayed death inhibitors of the malarial parasite plastid, 48 hour incubation; AID 504832, 2011; P. falciparum luciferase growth in erythrocytes, 48 h; 310,000 tested, 5.9% active; Potency, µM (highest dose often 28.7 µM), for the others: top-dose activity change, negative = inhibition, usual class: inhibitors; further: potency means the concentration at half of the fitted maximal effect; on the % scale 0 is the no-effect control and ±100 the full control effect
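First compound was added to culture medium, then infected red cells at 0.1% parasitemia and 2% hematocrit (final). After incubation at 37 C under 5% CO2, luciferase detection reagent was dispensed and light output recorded.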
LmPK inhibitor = qHTS Assay for Inhibitors of Leishmania Mexicana Pyruvate Kinase (LmPK). Q27686. purified LmPK, Kinase-Glo ATP luminescence, 1 h. Potency, µM (top dose mostly 57.5 µM), inactives show top-dose activity change, negative = inhibition, most hits filed as inhibitors. 290,000 tested, 0.37% active. AID 1721, 2009; further: potency means the concentration at half of the fitted maximal effect; on the % scale 0 is the no-effect control and ±100 the full control effect
Target sequence (Q27686 whole entry, looked up): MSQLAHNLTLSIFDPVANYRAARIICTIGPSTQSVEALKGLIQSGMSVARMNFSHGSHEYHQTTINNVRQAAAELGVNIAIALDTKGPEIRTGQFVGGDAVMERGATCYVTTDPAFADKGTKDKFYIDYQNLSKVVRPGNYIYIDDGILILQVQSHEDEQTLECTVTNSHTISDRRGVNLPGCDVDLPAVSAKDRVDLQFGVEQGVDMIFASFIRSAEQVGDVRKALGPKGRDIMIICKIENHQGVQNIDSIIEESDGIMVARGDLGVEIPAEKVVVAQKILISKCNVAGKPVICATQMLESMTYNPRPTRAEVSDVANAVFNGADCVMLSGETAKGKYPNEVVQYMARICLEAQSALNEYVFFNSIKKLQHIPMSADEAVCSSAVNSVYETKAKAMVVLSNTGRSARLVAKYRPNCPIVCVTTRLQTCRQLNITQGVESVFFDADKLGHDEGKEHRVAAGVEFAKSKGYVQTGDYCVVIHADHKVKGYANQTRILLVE
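qHTS format; LmPK 0.1 nM; substrates PEP 0.5 mM and ADP 0.1 mM. One-hour room-temperature incubation, then coupled luciferase luminescence; 0.5 nM enzyme wells mark activation.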
Tb PYK inh = qHTS of Trypanosoma Brucei Inhibitors; pyruvate kinase (Trypanosoma brucei), Q57TT1; TbPYK enzyme, Kinase-Glo Plus ATP luminescence, 45 min; Potency, µM (series often up to 76.8 µM), for the others: at the highest dose activity, negative = inhibition, most hits filed as inhibitors; 410,000 tested, 0.12% active; further: potency means the concentration at half of the fitted maximal effect; on the % scale 0 is the no-effect control and ±100 the full control effect; nearly all actives have a fitted effect of over 50% in size
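Luminescence from Kinase-Glo Plus, added after a 45-minute room-temperature reaction, served as the end-point read-out. The enzyme and substrate were preincubated with compound before ADP (130 uM final) initiated turnover. Concentration-effect curves came from normalized qHTS data.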
Cycloheximide cs = Cycloheximide Counterscreen for Small Molecule Inhibitors of Shiga Toxin; 300,000 tested, 12% active; cell reporter, cycloheximide protein synthesis inhibition counterscreen; max response, %; in the data active means max response mostly above about 13%, no sharp cut-off; inactive means mostly below about 14%; further: read at 38.3 µM for the half of the compounds with a filed dose; 0% is about no effect
Starred values were filed as active, the others as inactive; ? = inconclusive; · = no result given; [ ] = remark or other dose. Unless noted, the call rests on the fitted dose curve; in most records, active means well fitted curve in the direction sought with a large enough effect; inconclusive means small, poorly fitted or top-dose-only effect, or another doubt; inactive means no such curve, though single readings can be large; an effect the other way counts as inactive or inconclusive.

No.	Compound	Pf growth 48h	AmpC no deterg	LmPK inhibitor	Pf growth 96h
1	Cc1c(NC(=O)COC(=O)c2c3c(nc4ccccc24)CCCC3)c(=O)n(-c2ccccc2)n1C	-3%	-47%	1%	?
2	Cc1ccc(C(C)C)c(OC(=O)/C=C/c2ccccc2)c1	-17%	0%	-1%	23%
3	C/C(=N\NC(=O)c1ccc(Br)o1)c1cc2c(cc1NC(=O)CCC(=O)O)OCO2	-4%	-10%	-8%	-13%
4	COc1ccc(C(OCC(O)CN2CCC(O)CC2)c2ccc(OC)cc2)cc1 (stereo not given)	-6%	15%	-2%	14%
5	COc1ccc(C(=O)NC(C)C2CC3CCC2C3)c(OC)c1 (stereo not given)	?	6%	-1%	0%
6	CCOC(=O)c1ccc(S(=O)(=O)N2CCC(C(=O)NCc3ccccc3OC)CC2)cc1	?	-4%	·	8.3µM*
7	COC(=O)c1c(N)c2ccccc2[nH]c1=O	6%	-18%	-1%	-5%
8	O=C1CC(NC2CCN(C(=O)c3cccc(F)c3)CC2)C(=O)N1 (stereo not given)	25%	-7%	-3%	-4%
9	CC(C)c1cc(C(=O)Nc2cc(Br)ccc2O)no1	?	-27%	0%	·
10	COc1ccc(CNc2nc(-c3cccnc3)nn2S(C)(=O)=O)cc1	2%	6%	-21%	-25%
11	CCOC(=O)c1ccccc1NC(=O)COC(=O)CC1CCCCC1	2%	-54%	5%	0%
12	COc1ccc(-c2nc(CC(=O)O)cs2)cc1OC	17%	-9%	16%	·

No.	Shiga toxin inh	Cycloheximide cs	Tb PYK inh
1	-14	-1	2%
2	-8	5	4%
3	34*	19*	-12%
4	17	-8	12%
5	15	-3	-3%
6	·	·	-1%
7	-9	12	4%
8	-8	-8	-1%
9	120*	36*	-4%
10	-7	0	-3%
11	8	-2	5%
12	-12	-1	·

One compound at a time (already shown):
COc1ccc(-c2nc(CC(=O)O)cs2)cc1OC as listed: Pf growth 48h: 17%; AmpC no deterg: -9%; LmPK inhibitor: 16%; Pf growth 96h: ·; Shiga toxin inh: -12; Cycloheximide cs: -1; Tb PYK inh: ·
CCOC(=O)c1ccc(S(=O)(=O)N2CCC(C(=O)NCc3ccccc3OC)CC2)cc1 as listed: Pf growth 48h: ?; AmpC no deterg: -4%; LmPK inhibitor: ·; Pf growth 96h: 8.3µM*; Shiga toxin inh: ·; Cycloheximide cs: ·; Tb PYK inh: -1%
COC(=O)c1c(N)c2ccccc2[nH]c1=O as listed: Pf growth 48h: 6%; AmpC no deterg: -18%; LmPK inhibitor: -1%; Pf growth 96h: -5%; Shiga toxin inh: -9; Cycloheximide cs: 12; Tb PYK inh: 4%

Values in list order from above:
Nos. 1–11 in Shiga toxin inh read -14, -8, 34*, 17, 15, ·, -9, -8, 120*, -7, 8

The results go on:
No.	Compound	Pf growth 48h	AmpC no deterg	LmPK inhibitor	Pf growth 96h
13	CC(Oc1ccc(F)cc1)C(=O)N1CCN(c2ncccn2)CC1 (stereo not given)	5%	76%[activator]	-9%	7%
14	C/C(=N\OCC(=O)OCC(=O)N(Cc1ccccc1)C(C)(C)C)c1ccc2c(c1)OCO2	30%[activator]	-24%	·	39%[activator]
15	CN(C)c1ccc(P(=O)(OCc2ccccc2)C(O)c2ccccc2F)cc1 (stereo not given)	-61%	58%	-1%	?
16	O=C(CN1CCC(NC(=O)c2cccc(F)c2)CC1)NCc1cccs1	-14%	-13%	5%	28%
17	CCOC(=O)c1c(NC(=O)C(C)OC(=O)c2ccc(NC(=O)CC#N)cc2)sc2c1CCCC2 (stereo not given)	?	28µM*	·	?
18	CCCCCN(C(=O)CCC(=O)OCc1ccc(C(C)(C)C)cc1)c1c(N)n(CCCC)c(=O)[nH]c1=O	?	11%	-7%	8.3µM*
19	COC(=O)c1cc(C(=O)Cc2ccccc2)c[nH]1	?	-2%	-1%	?
20	O=C(CCc1nnc2ccc(N3CCC4(CC3)OCCO4)nn12)Nc1ccc(F)cc1	-3%	-2%	0%	14%
21	O=C(Cn1cnc2c(nnn2Cc2ccc(Cl)cc2)c1=O)OCc1ccccc1	8%	-26%	0%	0%
22	CC1(C)C2(C#N)C(N)=NC3(OCCO3)C12C#N (stereo not given)	-10%	-13%	1%	18%
23	C/C(C/C(C)=C1/SC(=S)NC1=O)=C1\SC(=S)NC1=O	7%	-60%	3%	?
24	COC(=O)NC1CSCC1OC(=O)CN1C(=O)c2ccccc2C1=O (stereo not given)	14%	-5%	1%	0%

No.	Shiga toxin inh	Cycloheximide cs	Tb PYK inh
13	-13	-3	4%
14	·	·	-11%
15	-3	-2	8%
16	5	-6	-4%
17	·	·	1%
18	-20	-3	-10%
19	7	15	·
20	7	-3	?
21	-3	-2	0%
22	-9	-4	5%
23	-14	1	-6%
24	-6	-1	1%

Limited to Pf growth 96h, for 3 of the compounds above:
cpd | Compound | Pf growth 96h
6 | CCOC(=O)c1ccc(S(=O)(=O)N2CCC(C(=O)NCc3ccccc3OC)CC2)cc1 | 8.3µM*
7 | COC(=O)c1c(N)c2ccccc2[nH]c1=O | -5%
8 | O=C1CC(NC2CCN(C(=O)c3cccc(F)c3)CC2)C(=O)N1 (stereo not given) | -4%

Further entries
No.	Compound	Pf growth 48h	AmpC no deterg	LmPK inhibitor	Pf growth 96h
25	C[C@@H](O)[C@H]1C(=O)N2C(C(=O)O)=C(S[C@@H]3CN[C@H](C(=O)N(C)C)C3)[C@H](C)[C@H]12	-4%	·	·	1%
26	O=C(O)c1ccc(CSc2ncn[nH]2)cc1	?	?	5%	?
27	O=C(O)C1C2C=CC(O2)C1C(=O)Nc1ccc(S(=O)(=O)N2CCc3ccccc32)cc1 (stereo not given)	0%	-20%	0%	-9%
28	CC(C)OC(=O)c1cn(-c2ccccc2)nc1-c1ccco1	10µM*	-20%	2%	-3%
29	COC(=O)Cn1c2c(c3cc(C)ccc31)CCCC2	-5%	11%	3%	30%[activator]
30	CCOc1c(C(N)=O)c(-c2ccccc2)c2c(=O)[nH]c3ccccc3n12	-17%	-27%	0%	?
31	CN(c1ccc(C(=O)NC2CCCC2)cc1)S(=O)(=O)c1ccc(Cl)cc1	-19%	-20%	-5%	33%[activator]
32	Cc1c(C(=O)O)cccc1-c1ccc(/C=C2\SC(=O)NC2=O)o1	80%[activator]	-10%	-23%	96%[activator]
33	CN(C)c1cc[nH]c(=O)c1C#N	·	-16%	2%	17%
34	CN1c2ccccc2C(C)(C)C12C=Nc1c(ccc3ccccc13)O2 (stereo not given)	?	25µM*	1%	?
35	CSCCC(NC(=O)C1CCC(C)CC1)C(=O)Nc1ccc(NC(C)=O)cc1 (stereo not given)	5%	-5%	-4%	?
36	O=C(c1ccccn1)N1CCN(S(=O)(=O)c2ccc(F)cc2)CC1	11%	-17%	3%	16%

No.	Shiga toxin inh	Cycloheximide cs	Tb PYK inh
25	·	·	1%
26	2	-2	-12%
27	-10	0	-14%
28	-6	1	?
29	-4	-3	2%
30	-7	2	-7%
31	9	-2	3%
32	-6	3	-25%
33	-5	5	0%
34	99*	27*	-1%
35	-9	-3	5%
36	-6	-3	-7%

Continuation:
No.	Compound	Pf growth 48h	AmpC no deterg	LmPK inhibitor	Pf growth 96h
37	CCn1c(SCC(=O)NC(C)(C)C)nnc1-c1ccccn1	·	1%	7%	?
38	COc1cc(C2C(C#N)=C(N)Oc3c2ccc2ccccc32)ccc1OCC(=O)Nc1ccc(C)cc1 (stereo not given)	10µM*	-34%	-2%	0%
39	O=c1c2ccccc2nc(-c2ccccc2)n1Cc1ccc(Cl)cc1	5%	-1%	-3%	·
40	CCC(C)(NC(=O)c1ccccn1)C(=O)NC1CCCCC1 (stereo not given)	20%	2%	6%	6%
41	CC(CN1CCN(C)CC1)OC(=O)c1cccc(Cl)c1 (stereo not given)	6%	-1%	0%	47%[activator]
42	COc1ccc(OC)c(CNC(=O)c2cc(=O)[nH]c3ccc(S(=O)(=O)N4CCCC4)cc23)c1	-9%	-20%	1%	11%
43	CN1CCN(C2CC(=O)N(c3ccc4c(c3)OCCO4)C2=O)CC1 (stereo not given)	·	-23%	6%	17%
44	CN1C(=O)CC(N2CCN(C(=O)c3ccccc3)CC2)C1=O (stereo not given)	·	-2%	3%	16%
45	OCC1(CCOc2ccccc2)CCN(Cc2ccc3cccc(F)c3n2)CC1	3%	137%[activator]	5%	6%
46	COc1ccc(C)cc1NC(=O)CSc1nc2ccccc2nc1N1CCCC1	?	?	1%	?
47	O=C(N/N=C/c1ccccn1)NC12CC3CC(CC(C3)C1)C2	0%	2%	1%	51%[activator]
48	CCS(=O)(=O)c1ccc(O)c(NC(=O)Nc2ccccc2)c1	34%[activator]	-30%	2%	-5%

No.	Shiga toxin inh	Cycloheximide cs	Tb PYK inh
37	35	3	-1%
38	-1	-2	8%
39	42	5	-4%
40	-11	6	1%
41	52*	17*	-7%
42	-4	12	·
43	54	34*	5%
44	-4	-2	-1%
45	-6	-4	-2%
46	12	9	-6%
47	70*	39*	-3%
48	15	-1	-6%

Later entries
No.	Compound	Pf growth 48h	AmpC no deterg	LmPK inhibitor	Pf growth 96h
49	COc1ccc(N(CC(=O)Nc2ccc3c(c2)OCO3)S(C)(=O)=O)c(OC)c1	?	13%	3%	185%[activator]
50	C/C=C/c1ccc(OCC(=O)Nc2ccncc2)c(OC)c1	4%	-6%	7%	9%
51	COc1ccc(C)cc1NC(=O)c1ccc2c(c1)C(=O)N(Cc1ccncc1)C2=O	3%	-14%	·	1%
52	NC(=O)NC(c1ccccc1)c1cccc2ccccc12 (stereo not given)	·	5%	5%	-1%
53	COc1cc2c(cc1OC)C(C1(O)CCCCC1)NCC2 (stereo not given)	24%	-9%	-1%	7%
54	COc1ccc(C2SCC(=O)Nc3c2c(C)nn3C2CCOC(C)(C)C2)cc1 (stereo not given)	-6%	19%	-1%	6%

No.	Shiga toxin inh	Cycloheximide cs	Tb PYK inh
49	10	7	-15%
50	39*	21*	-2%
51	·	·	-2%
52	-7	7	-14%
53	-8	-2	4%
54	-14	7	4%
